High-throughput results deposited in PubChem BioAssay by The Scripps Research Institute Molecular Screening Center.
GPR151 ag: activates the human receptor GPR151; Q8TDV0; PathHunter beta-arrestin GPR151 cells, luminescence; activation, % at 11.2 µM; hit rate 1% among 650,000; AID 1508602; in the data active = activation above about 4.9%;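 also: 0% = median of compound wells and 100% = cells with positive control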
Target sequence (Q8TDV0 whole entry, looked up): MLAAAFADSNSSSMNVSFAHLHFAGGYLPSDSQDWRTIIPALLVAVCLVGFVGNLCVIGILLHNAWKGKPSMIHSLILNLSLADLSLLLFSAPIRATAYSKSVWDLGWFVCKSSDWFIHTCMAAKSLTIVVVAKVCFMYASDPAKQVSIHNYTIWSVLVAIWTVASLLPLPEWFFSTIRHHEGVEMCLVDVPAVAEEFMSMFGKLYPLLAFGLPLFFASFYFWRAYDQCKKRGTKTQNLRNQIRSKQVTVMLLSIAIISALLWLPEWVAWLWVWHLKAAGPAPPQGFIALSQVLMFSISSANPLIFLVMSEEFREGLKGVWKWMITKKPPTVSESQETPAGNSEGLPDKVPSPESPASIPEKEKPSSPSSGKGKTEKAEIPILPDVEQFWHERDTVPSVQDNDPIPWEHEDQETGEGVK
TEAD-YAP inh: TEAD-YAP interaction inhibition. AID 1259422. inhibition, % at 9.12 µM. HEK-TIYL cells, TEAD-Gal4/YAP UAS-luciferase luminescence. hit rate 1.4% among 640,000; in the data active = inhibition above about 32%;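 also: 0% = median of test compound wells and 100% = reference inhibitor wells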
MITF primary: inhibitors of human MITF | O75030 | AlphaScreen MITF homodimerization, bead proximity signal | inhibition, % at 2.6 µM | hit rate 0.91% among 650,000 | AID 1259374; in the data active = inhibition above about 50%;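 also: 0% = vehicle wells with protein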
Target sequence (O75030 whole entry, looked up): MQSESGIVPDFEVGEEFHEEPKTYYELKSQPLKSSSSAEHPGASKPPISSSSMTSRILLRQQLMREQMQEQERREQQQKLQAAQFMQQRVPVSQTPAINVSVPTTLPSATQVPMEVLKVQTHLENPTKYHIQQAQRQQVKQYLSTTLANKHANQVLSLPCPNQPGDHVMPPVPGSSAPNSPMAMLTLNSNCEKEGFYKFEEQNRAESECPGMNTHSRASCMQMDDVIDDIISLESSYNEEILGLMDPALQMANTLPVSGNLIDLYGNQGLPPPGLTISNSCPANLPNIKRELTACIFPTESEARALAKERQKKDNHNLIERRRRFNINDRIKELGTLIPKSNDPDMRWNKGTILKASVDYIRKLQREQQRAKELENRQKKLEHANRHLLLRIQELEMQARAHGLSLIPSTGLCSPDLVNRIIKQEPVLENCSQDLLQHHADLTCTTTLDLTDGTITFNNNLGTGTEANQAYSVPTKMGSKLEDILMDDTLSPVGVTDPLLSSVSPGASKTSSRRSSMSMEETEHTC
FBW7 activator: activators of human E3 ligase FBW7; Q969H0; AlphaScreen FBW7–phospho-cyclin E peptide binding, activator screen; normalized activity (activation), % at 26.1 µM; hit rate 0.13% among 650,000; in the data active = normalized activity above about 1.9%;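 also: purified mutant Fbw7 with reduced substrate affinity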
Active calls of the source: *.

Screening O=C(c1ccccc1[N+](=O)[O-])N1CCn2c1nc1ccccc12 returned GPR151 ag -0.2, TEAD-YAP inh 6, MITF primary -2 and FBW7 activator 0.0.
`Cc1ccc(C)c(N2CCN(C(=O)c3cnn4c(C)c(Cc5cccc(Cl)c5)c(C)nc34)CC2)c1` gave GPR151 ag 0.7, TEAD-YAP inh 1, MITF primary 4 and FBW7 activator 0.0.
Cc1ccn2c(C(=O)N3CCC4(CC3)OCCO4)c(C)nc2c1 was read as GPR151 ag -1.0, TEAD-YAP inh 11, MITF primary 1 and FBW7 activator 0.0.
Screening COCCNC(=O)c1ccc2c(c1)NC(=O)C(CSCc1ccccc1Cl)N2 (stereo unspecified) returned GPR151 ag 0.5, TEAD-YAP inh -20, MITF primary -2 and FBW7 activator 0.1.
O=C(c1cc([N+](=O)[O-])ccc1Cl)N1CCN(c2ccccc2)CC1 was read as GPR151 ag 0.3, TEAD-YAP inh 5, MITF primary 8 and FBW7 activator 0.5.
For Cc1ccc(NC(=O)c2cccs2)cc1I the results were GPR151 ag 1.1, TEAD-YAP inh -64, MITF primary -6 and FBW7 activator 0.1.
Screening CCCCC(=O)N(c1ccc(Cl)cc1)C1C=CS(=O)(=O)C1 (stereo unspecified) returned GPR151 ag -0.2, TEAD-YAP inh 14, MITF primary 3 and FBW7 activator -0.1.
Screening Fc1cccc(CN2CCN(C3CCCC3)CC2)c1 returned GPR151 ag 0.0, TEAD-YAP inh 3, MITF primary 52* and FBW7 activator 0.0.
Cc1ccc2c(c1)cc1c(=O)n(CC(=O)NCCC(C)C)nc(C)n12 was read as GPR151 ag 0.7, TEAD-YAP inh 5, MITF primary 4 and FBW7 activator 0.1.
For COCc1ccc(CN2CCN(CCCc3ccccc3)C(CCO)C2)o1 (stereo unspecified) the results were GPR151 ag 1.1, TEAD-YAP inh -11, MITF primary 10 and FBW7 activator 0.3.
For CCCCCNc1ncnc2c1sc1nc(N3CCOCC3)c3c(c12)CCCC3 the results were GPR151 ag 0.5, TEAD-YAP inh 0, MITF primary 8 and FBW7 activator 0.1.
C=CCN1C(=O)/C(=C/c2ccc(-c3ccc([N+](=O)[O-])cc3OC)o2)C(=O)NC1=S was read as GPR151 ag -0.2, TEAD-YAP inh -15, MITF primary 3 and FBW7 activator -0.3.
Screening CC(C)(C)NC(=O)N1CCCN(c2ccc(C(F)(F)F)cn2)CC1 returned GPR151 ag -1.0, TEAD-YAP inh -4, MITF primary -2 and FBW7 activator 0.1.
For CN(C)c1ccc(NC(=O)CCC2CCCCC2)cc1 the results were GPR151 ag 0.0, TEAD-YAP inh -65, MITF primary 11 and FBW7 activator -0.2.
Cc1ccc(-c2ccc(=O)n(CC(=O)Nc3ccc(-n4cnnn4)cc3)n2)cc1 was read as GPR151 ag 1.0, TEAD-YAP inh 14, MITF primary 8 and FBW7 activator 0.0.
Screening O=C1N=C(N2CCOCC2)S/C1=C\c1cccc(F)c1 returned GPR151 ag -0.1, TEAD-YAP inh -19, MITF primary -3 and FBW7 activator -0.1.
`Cc1c(C(=O)Nc2ccc(F)cc2)oc2ccc(S(=O)(=O)N3CCCC3)cc12` gave GPR151 ag 0.4, TEAD-YAP inh 1, MITF primary -1 and FBW7 activator -0.2.
For CN(CC(=O)Nc1c2c(nc3ccccc13)CCC2)Cc1ccccc1 the results were GPR151 ag 1.9, TEAD-YAP inh -5, MITF primary 71* and FBW7 activator -0.2.
CCOc1ccc(C2Nn3c(C)nnc3SC2C(=O)Nc2ccc(OC)cc2)cc1 (stereo unspecified) was read as GPR151 ag -0.5, TEAD-YAP inh -2, MITF primary 0 and FBW7 activator -0.1.
For CCCCSc1nnc2c(n1)OC(c1ccc(N(CCC)CCC)cc1)Nc1ccccc1-2 (stereo unspecified) the results were GPR151 ag 0.8, TEAD-YAP inh 14, MITF primary 8 and FBW7 activator 0.3.
For N#CCCn1cc(/C=N/O)c(-c2ccc(Cl)cc2)n1 the results were GPR151 ag 0.5, TEAD-YAP inh -2, MITF primary -21 and FBW7 activator 0.1.
For O=c1oc2ccc3ccccc3c2cc1-c1nc(-c2ccc(Br)cc2)cs1 the results were GPR151 ag -0.3, TEAD-YAP inh -1, MITF primary -6 and FBW7 activator -0.1.
Screening CN1CCCN(C(=O)c2ccc(Cl)cc2)CC1 returned GPR151 ag 2.5, TEAD-YAP inh 3, MITF primary 0 and FBW7 activator 0.0.
Screening Cc1cnc(-c2ccccc2)nc1Nc1ccc(Oc2ccccc2)cc1 returned GPR151 ag 1.4, TEAD-YAP inh -7, MITF primary 13 and FBW7 activator 0.1.

No new results follow: two of the compounds above.
Screening CC(C)(C)NC(=O)N1CCCN(c2ccc(C(F)(F)F)cn2)CC1 returned GPR151 ag -1.0, TEAD-YAP inh -4, MITF primary -2 and FBW7 activator 0.1.
For CN(C)c1ccc(NC(=O)CCC2CCCCC2)cc1 the results were GPR151 ag 0.0, TEAD-YAP inh -65, MITF primary 11 and FBW7 activator -0.2.

Next part
COc1ccccc1N1C(=O)/C(=C2/C(=O)N(C(C)=O)c3ccccc32)SC1=S was read as GPR151 ag 6.5*, TEAD-YAP inh -5, MITF primary 23 and FBW7 activator 0.4.
N#CCCn1cc(CNCc2ccccc2)c(-c2cccc([N+](=O)[O-])c2)n1 was read as GPR151 ag -0.2, TEAD-YAP inh 3, MITF primary -12 and FBW7 activator -0.2.
Screening Cc1cc(C)c2oc(-c3ccc(C)c(NC(=O)c4cccc(Br)c4)c3)nc2c1 returned GPR151 ag 1.1, TEAD-YAP inh 6, MITF primary 11 and FBW7 activator 0.0.
COC(=O)c1oc2c(c1C)C1(CCC2)SCCS1 was read as GPR151 ag -0.4, TEAD-YAP inh -15, MITF primary -10 and FBW7 activator 0.0.
For Cc1ccc(Cl)cc1NC(=O)Cn1cc(C=O)c2ccccc21 the results were GPR151 ag -0.4, TEAD-YAP inh -2, MITF primary 6 and FBW7 activator -0.2.
Screening Cc1cccc(N2C(=O)c3cccc4cccc(c34)C2=O)c1C returned GPR151 ag 2.4, TEAD-YAP inh 7, MITF primary 10 and FBW7 activator -0.2.
`CCc1ccccc1N(CC(=O)NCc1ccc(Cl)cc1)S(C)(=O)=O` gave GPR151 ag -0.6, TEAD-YAP inh 1, MITF primary -8 and FBW7 activator -0.1.
CCOC(=O)C1=C(c2ccccc2)NC(=O)NC1c1ccccc1OCC(C)C (stereo unspecified) was read as GPR151 ag 0.2, TEAD-YAP inh -10, MITF primary -6 and FBW7 activator 0.0.
For C=CCc1ccccc1OCCOc1ccc(-c2nc3sc4c(c3c(=O)[nH]2)CCCC4)cc1OC the results were GPR151 ag 1.4, TEAD-YAP inh -11, MITF primary -2 and FBW7 activator 0.0.
`N#Cc1c(/N=C\N)sc2c1CCCC2` gave GPR151 ag -0.6, TEAD-YAP inh -11, MITF primary -5 and FBW7 activator -0.2.
Screening CC(C)C(NC(=O)c1cccs1)C(=O)NC1CCCCC1 (stereo unspecified) returned GPR151 ag -0.8, TEAD-YAP inh 0, MITF primary -7 and FBW7 activator 0.3.
Screening CC(NCc1ccccc1)c1nc2ccccc2c(=O)[nH]1 (stereo unspecified) returned GPR151 ag -1.3, TEAD-YAP inh -16, MITF primary 7 and FBW7 activator 0.1.
`CC(=O)Nc1ccc(NC(=O)CC23CC4CC(CC(Br)(C4)C2)C3)cc1` gave GPR151 ag 0.5, TEAD-YAP inh -2, MITF primary 41 and FBW7 activator 0.1.
COc1cc(/C=C2\SC(=NCc3ccccc3)N(Cc3ccccc3)C2=O)ccc1OCc1cccc(C)c1 was read as GPR151 ag -0.7, TEAD-YAP inh -16, MITF primary 14 and FBW7 activator 0.3.
CCN(CC)c1c(Cl)c(Cl)nc(C(=O)O)c1Cl was read as GPR151 ag -0.3, TEAD-YAP inh 5, MITF primary -3 and FBW7 activator 0.0.
`CCCNc1nc(NC2CCC(O)CC2)ncc1C` (stereo unspecified) gave GPR151 ag 0.8, TEAD-YAP inh 10, MITF primary 4 and FBW7 activator 0.2.
CCCOc1ccc(C2C(C(=O)OC(C)C)=C(C)NC3=C2C(=O)CC(C)(C)C3)cc1OC (stereo unspecified) was read as GPR151 ag -2.0, TEAD-YAP inh -3, MITF primary -6 and FBW7 activator 0.0.
`N#CC1=C(N)Oc2n[nH]c(-c3ccc(Cl)c(Cl)c3)c2C1c1cc2c(cc1Br)OCO2` (stereo unspecified) gave GPR151 ag 3.0, TEAD-YAP inh 7, MITF primary 0 and FBW7 activator -0.1.
CCCCC(C(=O)O)n1c(O)c(C2=c3cc(F)ccc3=NC2=O)sc1=S (stereo unspecified) was read as GPR151 ag 0.1, TEAD-YAP inh 3, MITF primary 13 and FBW7 activator -0.1.
Screening O=C(C1CCN(S(=O)(=O)N2CCCC2)CC1)N1CCCCC1 returned GPR151 ag -0.1, TEAD-YAP inh 2, MITF primary 9 and FBW7 activator -0.1.
Screening O=C(Nc1cccc(Cl)c1)C1C2C=CC3(O2)C1C(=O)N(CCN1CCCCCC1)C3C(=O)NC1CCCCC1 (stereo unspecified) returned GPR151 ag -0.3, TEAD-YAP inh -5, MITF primary 7 and FBW7 activator 0.3.
Cc1cc(=O)nc2c3ccccc3n(CC(=O)NCCN(CC(C)C)CC(C)C)n12 was read as GPR151 ag -1.1, TEAD-YAP inh 5, MITF primary 8 and FBW7 activator 0.3.
Screening O=C(C1CC1)N1CCC(Oc2cccc(C(=O)N3CCCCO3)c2)CC1 returned GPR151 ag -1.1, TEAD-YAP inh -4, MITF primary 9 and FBW7 activator -0.1.
COc1ccccc1C1CC(c2ccc(NS(C)(=O)=O)cc2)=NN1C(=O)c1ccccc1 (stereo unspecified) was read as GPR151 ag -1.4, TEAD-YAP inh 1, MITF primary 1 and FBW7 activator 0.0.
Screening O=C1N[C@@H](CSCc2ccccc2)C(=O)N2CCN(C(=O)c3cc(F)c(F)cc3F)C[C@H]12 returned GPR151 ag 0.7, TEAD-YAP inh 2, MITF primary -4 and FBW7 activator -0.2.
For Cc1cccc2c(Sc3ccccc3)c(CC(=O)Nc3ccccc3)n(Cc3ccccc3)c12 the results were GPR151 ag -0.8, TEAD-YAP inh -6, MITF primary -17 and FBW7 activator 0.0.
CC(C)S(=O)(=O)C1=NSC2=NC(=O)/C(=C\c3ccc(Br)o3)C(=N)N21 was read as GPR151 ag -0.1, TEAD-YAP inh 8, MITF primary 84* and FBW7 activator -1.1.
N#Cc1cccc(C(c2nnnn2C2CCCC2)N2CCCCCC2)c1 (stereo unspecified) was read as GPR151 ag -0.2, TEAD-YAP inh 5, MITF primary 4 and FBW7 activator 0.2.
O=C(Nc1ccc(-c2cncc(-c3cccc(O)c3)n2)cc1)C1CCCC1 was read as GPR151 ag -0.2, TEAD-YAP inh 1, MITF primary 10 and FBW7 activator 0.2.
Screening CCOC(=O)CCN(Cc1ccc(OC)c(OC)c1)S(=O)(=O)c1ccc(F)cc1 returned GPR151 ag 2.3, TEAD-YAP inh -14, MITF primary -1 and FBW7 activator -0.1.
For Cc1cccc(NC(=S)NNC(=O)c2ccc(O)cc2O)c1C the results were GPR151 ag 0.5, TEAD-YAP inh 12, MITF primary -5 and FBW7 activator -0.8.
Screening Nc1c(C(=O)Nc2ccccc2)sc2nc3c(c(-c4cccs4)c12)CCCC3 returned GPR151 ag 0.2, TEAD-YAP inh -15, MITF primary -10 and FBW7 activator 0.0.
`O=C(CC1C(=O)NCCN1Cc1ccccc1C(F)(F)F)NC1CCCC1` (stereo unspecified) gave GPR151 ag -1.4, TEAD-YAP inh 10, MITF primary 3 and FBW7 activator 0.1.
`COc1ccc(NC(=O)C(=O)NCc2ccccc2)c(OC)c1` gave GPR151 ag -0.4, TEAD-YAP inh 7, MITF primary 7 and FBW7 activator 0.0.
CSc1nsc(SC)c1NC(=O)OCCCNS(=O)(=O)c1ccc(C)cc1 was read as GPR151 ag -0.2, TEAD-YAP inh 6, MITF primary -8 and FBW7 activator 0.1.
Screening COc1ccc(C(=O)N/N=C/c2ccc(O)cc2O)cc1 returned GPR151 ag -1.5, TEAD-YAP inh 8, MITF primary 48 and FBW7 activator -0.2.

Quoted at random: four entries already listed, in no set order.
Screening COc1ccc(C(=O)N/N=C/c2ccc(O)cc2O)cc1 returned GPR151 ag -1.5, TEAD-YAP inh 8, MITF primary 48 and FBW7 activator -0.2.
`COc1ccc(NC(=O)C(=O)NCc2ccccc2)c(OC)c1` gave GPR151 ag -0.4, TEAD-YAP inh 7, MITF primary 7 and FBW7 activator 0.0.
For Cc1cccc2c(Sc3ccccc3)c(CC(=O)Nc3ccccc3)n(Cc3ccccc3)c12 the results were GPR151 ag -0.8, TEAD-YAP inh -6, MITF primary -17 and FBW7 activator 0.0.
CSc1nsc(SC)c1NC(=O)OCCCNS(=O)(=O)c1ccc(C)cc1 was read as GPR151 ag -0.2, TEAD-YAP inh 6, MITF primary -8 and FBW7 activator 0.1.

Further compounds:
Screening Cc1cc(NCCc2ccc(F)cc2)n2ncnc2n1 returned GPR151 ag 0.8, TEAD-YAP inh 9, MITF primary 1 and FBW7 activator 0.0.
`CC(=O)c1ccc(NC(=O)Nc2ccc(OCc3ccccc3)cc2)cc1` gave GPR151 ag -1.3, TEAD-YAP inh 8, MITF primary -4 and FBW7 activator -0.2.
Screening CCCOC(=O)c1ccc2c(c1)C(=O)N(c1cccc([N+](=O)[O-])c1)C2=O returned GPR151 ag 0.6, TEAD-YAP inh -10, MITF primary 6 and FBW7 activator -0.1.
O=C1c2ccccc2C(=O)N1CCCC1(c2ccc(F)cc2)OCCO1 was read as GPR151 ag 0.3, TEAD-YAP inh 3, MITF primary 4 and FBW7 activator -0.1.
For COc1ccc2occ(C(=O)COc3ccc(Br)cc3C#N)c2c1 the results were GPR151 ag -0.3, TEAD-YAP inh 57*, MITF primary -4 and FBW7 activator 0.7.
CC(=O)c1ccc(OC(=O)c2ccccc2)cc1 was read as GPR151 ag -0.9, TEAD-YAP inh 4, MITF primary -6 and FBW7 activator 0.0.
